Tau fluor counter: Counterscreen qHTS for Inhibitors of Tau Fibril Formation, Fluorescence Polarization | AID 1463, 2008 | Potency, µM (highest dose often 57.7 µM), inactives show at the top dose activity change, negative = decrease | actives 0.93% (n = 280,000) | tau K18 P301L Alexa594 fluorescence, heparin fibrillization; further: nearly all actives have a fitted effect of over 55% in size
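Human K18 P301L tau (15 uM unlabeled plus 0.24 uM Alexa 594-labeled, final) in 100 mM sodium acetate pH 7 was mixed with compound and 20 uM heparin and incubated 6 hr at 37 C.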
TexasRed fluor: Total Fluorescence Counterscreen for Inhibitors of the Interaction of Thyroid Hormone Receptor and Steroid Receptor Coregulator 2; TRb/SRC2 Texas Red total fluorescence interference; Potency, µM (highest dose often 106 µM), for inactives: top-dose fluorescence change, negative = quenching; actives 0.29% (n = 280,000); active means well fitted curve in either direction with a large enough effect; inconclusive means small, poorly fitted or top-dose-only effect
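Human TRβ ligand-binding domain (0.6 uM) and Texas Red SRC2 peptide (20 nM) in Tris buffer with 1 uM T3 and 5% DMSO were incubated with pinned compound for 5 hr at ambient temperature. Total fluorescence was computed as S + 2P (555/632 nm).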
Tau fibril FP: qHTS for Inhibitors of Tau Fibril Formation, Fluorescence Polarization | actives 0.39% (n = 280,000) | Microtubule-associated protein tau (Homo sapiens), P10636 | Potency, µM (highest dose often 57.7 µM), for inactives: at the highest dose activity, negative = inhibition, usual class: inhibitors | K18 P301L tau heparin fibrillization, Alexa594 FP, 6 h; further: nearly all actives have a fitted effect of over 55% in size
Target sequence (P10636 561-689 P618L limits assumed): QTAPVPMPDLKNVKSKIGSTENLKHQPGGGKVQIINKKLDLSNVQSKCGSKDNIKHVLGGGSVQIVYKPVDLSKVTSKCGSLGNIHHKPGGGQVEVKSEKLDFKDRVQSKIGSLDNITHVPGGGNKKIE
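Human K18 P301L fragment (15 uM unlabeled plus 0.24 uM Alexa 594-labeled) in 100 mM sodium acetate pH 7 with compound, aggregation induced by 20 uM heparin for 6 hr at 37 C. ThT (30 uM) added for 1 hr, then Alexa 594 FP read.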
L3MBTL1 inh: qHTS Assay for the Inhibitors of L3MBTL1; Lethal(3)malignant brain tumor-like protein 1 (Homo sapiens), Q9Y468; AlphaScreen L3MBTL1–H3K9me1 peptide binding; Potency, µM (doses to about 57.1 µM), inactives show top-dose activity, negative = inhibition, actives largely listed as inhibitors; actives 0.66% (n = 230,000); further: nearly all actives have a fitted effect of over 60% in size
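Displacement of a biotinylated histone H3(1-15) peptide monomethylated at Lys9 (75 nM) from L3MBTL1 (50 nM) was measured by AlphaScreen after a 30 min room-temperature compound incubation; cefsulodin titration served as intraplate control.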
ALDH1A1 block: qHTS Assay for Inhibitors of Aldehyde Dehydrogenase 1 (ALDH1A1). Aldehyde dehydrogenase 1A1 (Homo sapiens), P00352. Purified ALDH1A1, NADH fluorescence, propionaldehyde substrate. Potency, µM (top dose mostly 75.3 µM), for inactives: at the top dose activity, negative = inhibition, hits mostly inhibitors. actives 7.3% (n = 220,000). AID 1030, 2008; active means well fitted inhibition curve with a large enough effect, not every such curve was filed as active; inconclusive means small, poorly fitted or top-dose-only effect, or another doubt; inactive means no such curve, though single readings can be large or run the other way;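 further: plate controls were no enzyme wells and a reference inhibitor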
aGal spleen mod: qHTS Assay for Inhibitors and Activators of Human alpha-Galactosidase From Spleen Homogenate. Potency, µM (series often up to 80 µM), for inactives: at the top dose activity change, negative = inhibition, most hits filed as inhibitors. Alpha-galactosidase A (Homo sapiens), P06280. human spleen homogenate, 4MU-alpha-Gal fluorescence, 40 min. actives 0.008% (n = 240,000);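 further: 0% = enzyme with vehicle and -100% = no enzyme basal signal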
Target sequence (P06280 32-429 limits assumed): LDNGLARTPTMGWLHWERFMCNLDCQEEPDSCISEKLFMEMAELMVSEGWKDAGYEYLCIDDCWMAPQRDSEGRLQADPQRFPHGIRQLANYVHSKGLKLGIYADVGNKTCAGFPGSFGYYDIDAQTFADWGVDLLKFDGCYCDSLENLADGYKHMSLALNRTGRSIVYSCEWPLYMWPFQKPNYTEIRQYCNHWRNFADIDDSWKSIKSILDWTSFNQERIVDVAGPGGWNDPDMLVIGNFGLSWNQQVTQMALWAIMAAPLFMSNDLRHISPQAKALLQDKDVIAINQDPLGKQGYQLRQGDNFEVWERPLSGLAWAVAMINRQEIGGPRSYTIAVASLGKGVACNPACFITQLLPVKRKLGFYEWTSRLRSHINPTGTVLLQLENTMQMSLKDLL
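Spleen homogenate 1 ug + cpd (titration) + 4-MU-alpha-D-galactopyranoside 1 mM; 37C 40 min; 50 mM citrate/phosphate pH 5.0, 0.01% Tween-20; stop pH 10; fluorescence 365/440; AC50 via Hill.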
Tau fibril ThT: qHTS for Inhibitors of Tau Fibril Formation, Thioflavin T Binding; Microtubule-associated protein tau (Homo sapiens), P10636; recombinant tau K18 P301L, heparin-induced fibrillization, ThT fluorescence; Potency, µM (doses to about 57.4 µM), for the others: at the highest dose activity, negative = inhibition, most hits filed as inhibitors; actives 2.1% (n = 270,000); AID 1460, 2008; further: nearly all actives have a fitted effect of over 55% in size
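Fibril formation assay: tau K18 P301L at 15 uM with trace Alexa 594 label, heparin inducer 20 uM, pH 7 sodium acetate buffer, 37 C for 6 hr; endpoint ThT signal.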
TRb SRC2 PPI: qHTS for Inhibitors of the Interaction of Thyroid Hormone Receptor and Steroid Receptor Coregulator 2. Thyroid hormone receptor beta (Homo sapiens), P10828. TRbeta-SRC2 peptide binding, fluorescence polarization; receptor liganded with 1 µM T3. Potency, µM (doses to about 106 µM), without a hit: at the highest dose activity change, negative = inhibition, usual class: inhibitors. actives 0.065% (n = 280,000). AID 1469, 2008;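 further: plate controls were bound peptide for no effect and peptide without receptor for full effect; nearly all actives have a fitted effect of over 50% in size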
Target sequence (P10828 whole entry, looked up): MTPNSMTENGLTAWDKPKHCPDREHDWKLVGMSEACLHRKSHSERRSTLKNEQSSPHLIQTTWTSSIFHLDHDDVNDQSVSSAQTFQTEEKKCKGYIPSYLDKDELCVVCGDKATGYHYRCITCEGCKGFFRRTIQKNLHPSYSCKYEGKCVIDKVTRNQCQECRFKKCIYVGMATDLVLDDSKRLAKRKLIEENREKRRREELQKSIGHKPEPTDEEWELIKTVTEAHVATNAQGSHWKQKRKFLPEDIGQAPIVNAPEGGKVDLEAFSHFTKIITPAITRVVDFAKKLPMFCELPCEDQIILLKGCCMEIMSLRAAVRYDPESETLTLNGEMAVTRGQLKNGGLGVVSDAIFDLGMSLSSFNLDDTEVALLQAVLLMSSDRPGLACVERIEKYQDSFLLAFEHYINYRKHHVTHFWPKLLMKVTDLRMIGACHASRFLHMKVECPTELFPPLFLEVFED
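Each compound concentration gave % activity, normalized to unbound and bound Texas Red SRC2 controls, from polarization read after 5 hr ambient incubation with T3-loaded human TRb LBD.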
* hit, by the source's call; ? = inconclusive; . = not tested or not shown; [ ] = dose if it differs, or a comment. Unless noted, the call rests on the fitted dose curve; in most records, active means well fitted curve in the direction sought with a large enough effect; inconclusive means small, poorly fitted or top-dose-only effect, or another doubt; inactive means no such curve, though single readings can be large; an effect the other way counts as inactive or inconclusive. Unless noted, on the % scale 0 is the no-effect control and ±100 the full control effect; potency means the concentration at half of the fitted maximal effect.

[1] Cc1ccc(CNc2ccc(-c3nc(-c4ccncc4)no3)cc2[N+](=O)[O-])cc1
[2] S=c1[nH]nc(CCCc2n[nH]c(=S)o2)o1
[3] Cn1c(SCc2ccccc2)nnc1-c1ccc2c(c1)OCO2
[4] CC(=O)Nc1cccc(NC(=O)C2CCCN2C(=O)Nc2cccc(C)c2)c1 (stereo unspecified)
[5] c1ccc(Oc2cccc(CN3CCOCC3)c2)cc1
[6] COc1ccc(OC)c(NC(=O)CN2CCC(C(=O)c3ccc(C)cc3)CC2)c1
[7] O=C(CCc1nnc(-c2ccccc2)o1)NCC1CCN(C2CCCC2)CC1
[8] CC(C)c1nc2sc3c(SCC(N)=O)ncnc3c2c2c1CCC2
Screen / compound no.,1,2,3,4,5,6,7,8
Tau fluor counter,-22%,5%,1%,5%,3%,-18%,-2%,-14%
TexasRed fluor,-1%,-5%,-1%,-2%,-4%,-2%,-5%,-1%
Tau fibril FP,7%,-2%,3%,-1%,1%,2%,-3%,-5%
L3MBTL1 inh,.,.,-9%[11.4 µM],2%,.,-1%,-1%,2%
ALDH1A1 block,.,.,-1%,6%,?,-14%,1%,.
aGal spleen mod,.,-5%,2%,-10%,-1%,-14%,2%,2%
Tau fibril ThT,-12%,.,-17%,5%,-2%,?,-7%,-15%
TRb SRC2 PPI,-4%,0%,-19%,-3%,-4%,-9%,-6%,4%

[9] COc1ccc(-c2nn(C)c(=O)c3ccccc23)cc1NC(=O)COc1ccccc1
[10] Cc1ccccc1OCCn1cc(C(=S)N2CCN(C)CC2)c2ccccc21
[11] CC1(C)CC(=O)C(C(=O)C2CCN(S(=O)(=O)c3ccccc3)CC2)C(=O)C1
[12] CN1CCc2c(cc(O)c(O)c2Cl)C(c2cccc(Cl)c2)C1 (stereo unspecified)
[13] COc1ccc2c(c1)c1ncn(Cc3ccccn3)c(=O)c1n2C
[14] CC(C)CN(CC(C)C)C(=O)Nc1ccc(F)cc1F
[15] O=C(NC1CC(=O)N(c2ccc(F)cc2)C1)C1CC1 (stereo unspecified)
[16] CCOc1cccc(C2c3[nH]c4ccccc4c3CCN2C(=O)CCC2CCCC2)c1 (stereo unspecified)
Screen / compound no.,9,10,11,12,13,14,15,16
Tau fluor counter,-14%,-19%,-15%,-23%,-17%,-12%,-6%,-3%
TexasRed fluor,0%,1%,-2%,-4%,-2%,-1%,-1%,-2%
Tau fibril FP,-2%,6%,?,-7%,-8%,-12%,-10%,-2%
L3MBTL1 inh,-5%,?,.,.,3%,7%,.,.
ALDH1A1 block,?,2%,-4%,-4%,.,.,.,.
aGal spleen mod,4%,-4%,-4%,-16%,?,7%,.,.
Tau fibril ThT,?,-9%,-6%,?,-8%,-8%,2%,0%
TRb SRC2 PPI,-6%,0%,-3%,2%,-8%,0%,4%,-1%

[17] Cc1cccc(-c2nnnn2-c2cccc(C)c2)c1
[18] O=c1[nH]c(CN2CCN(Cc3ccc4c(c3)OCO4)CC2)nc2sc3c(c12)CCC3
[19] N#C/C(=C(/O)COc1ccc(Br)cc1)c1nnc2n1CCCCC2
[20] CC(C)(C)OC(=O)N1CCC(c2c(C(=O)NCCc3ccccc3)cnn2-c2ccc(F)cc2F)CC1
[21] CCOc1ccc(N2C(=O)CC(/C=C3/N(C)c4ccccc4C3(C)C)C2=O)cc1 (stereo unspecified)
[22] COc1ccc(-c2cc(C(F)(F)F)n3nc(C(=O)NCCN4CCOCC4)cc3n2)cc1
[23] CC(C)N(Cc1nc(-c2ccccc2)no1)C(=O)c1ccc(Br)o1
[24] COC(=O)C1CCN(C(=O)COC(=O)Cn2cnnn2)CC1
Screen / compound no.,17,18,19,20,21,22,23,24
Tau fluor counter,-6%,1%,-4%,-11%,-15%,-13%,-19%,4%
TexasRed fluor,1%,0%,-2%,1%,2%,-2%,0%,-4%
Tau fibril FP,-5%,-1%,6%,5%,1%,-1%,-11%,-9%
L3MBTL1 inh,?,.,9%,.,.,-7%,.,6%
ALDH1A1 block,4.5µM*,?,-5%,.,-2%,?,10µM*,?
aGal spleen mod,-15%,-2%,-6%,.,-9%,5%,10%,-6%
Tau fibril ThT,-8%,-4%,-5%,1%,?,-18%,-3%,-1%
TRb SRC2 PPI,2%,-30%,8%,2%,3%,-3%,-11%,-2%

[25] CC1(C)Cc2c(C#N)c(N3CCN(C(=O)c4ccccc4)CC3)nc(-c3ccco3)c2CS1
[26] Cn1cc(Cl)c(C(=O)NNC(=S)NCc2ccco2)n1
[27] O=C(C1=C[C@@H](c2ccc(Br)cc2)C[C@@H](OCc2ccc(CO)cc2)O1)N1CCOCC1
[28] CC1CCCC(NC(=O)c2cn(C)c3ccc(S(=O)(=O)N4CCCC4)cc3c2=O)C1C (stereo unspecified)
[29] CCOC(=O)c1cnc2c(C)cc(C)cc2c1Nc1ccc(S(=O)(=O)Nc2ncccn2)cc1
[30] NNc1ncnc2c1cnn2-c1ccccc1
[31] C=CS(=O)c1sc(Cl)c(N2CCOCC2)c1[N+](=O)[O-] (stereo unspecified)
[32] O=C(CNC(=O)c1ccco1)NCCCc1ccccc1
Screen / compound no.,25,26,27,28,29,30,31,32
Tau fluor counter,-5%,-10%,4%,-27%,3%,-23%,-19%,1%
TexasRed fluor,1%,1%,-3%,-2%,35µM*[quencher],-2%,0%,-2%
Tau fibril FP,1%,-3%,9%,-7%,6%,-5%,-11%,8%
L3MBTL1 inh,?,21%,6%,6%[11.4 µM],-1%,.,-10%,.
ALDH1A1 block,1%,?,2%,5.6µM*,5%,18µM*,2µM*,-4%
aGal spleen mod,2%,4%,-7%,6%,7%,4%,-7%,3%
Tau fibril ThT,-2%,-18%,-9%,-13%,2%,?,8.9µM*,-1%
TRb SRC2 PPI,10%,1%,0%,-4%,-13%[53 µM],-12%,-5%,1%

[33] COc1ccc(-c2cc3nc(C)c(CCC(=O)NCc4ccccc4Cl)c(C)n3n2)c(OC)c1
[34] O=C(O)c1ccccc1C(=O)NCC(O)COc1ccc(Cl)cc1 (stereo unspecified)
[35] O=C(Nn1c(O)c(C=C2N=c3ccccc3=N2)sc1=S)c1ccccc1
[36] O=C(CSc1n[nH]c(=O)n1C1CC1)NCc1ccccc1
[37] O=C(COc1cccc(OC(F)F)c1)Nc1ccc(SC(F)F)cc1
[38] O=S(=O)(c1cnc[nH]1)N1CCN(c2ccc(Cl)cc2)CC1
[39] COc1ccccc1C(=O)Nc1cccc(NC(C)=O)c1
[40] COc1ccc(C(N)=S)cc1
Screen / compound no.,33,34,35,36,37,38,39,40
Tau fluor counter,-23%,6%,14µM*[quencher],1%,?,-13%,-1%,-3%
TexasRed fluor,?,-5%,0%,0%,0%,0%,0%,4%
Tau fibril FP,?,4%,-2%,9%,?,-8%,5%,2%
L3MBTL1 inh,.,6%,.,.,21%,.,3%,-12%
ALDH1A1 block,.,.,-5%,.,11%,3%,10%,-4%
aGal spleen mod,.,-3%,-5%,9%,10%,1%,-1%,0%
Tau fibril ThT,-5%,1%,14µM*,.,-18%,-5%,-9%,-5%
TRb SRC2 PPI,-3%,9%,-2%,7%,7%,-6%,-11%,-1%

[41] O=C(CSc1nnc(-c2ccccc2)o1)NC1CCS(=O)(=O)C1 (stereo unspecified)
[42] CC(=O)c1cccc(NC(=O)c2c(-c3ccccc3)c(-c3ccccc3)nn(C)c2=O)c1
[43] Nc1ncnc2c1[nH]c(=O)n2C1OC(CO)C(O)C1O (stereo unspecified)
[44] CC(C)(CO)CNC(=O)CCc1nnc(C2(c3ccc(Cl)cc3)CCC2)o1
[45] COc1ccc(/C=C/C(=O)c2ccc3c(c2)OCO3)c(OC)c1
[46] CC12CCC(C/C1=N/OC(=O)c1cccc([N+](=O)[O-])c1)C2(C)C (stereo unspecified)
[47] Cc1ccc(C(O)(C(=O)NNS(=O)(=O)c2ccc(C)cc2)c2ccc(C)cc2)cc1
Screen / compound no.,41,42,43,44,45,46,47
Tau fluor counter,-3%,-4%,-6%,5%,-16%,-15%,-17%
TexasRed fluor,-2%,0%,1%,-1%,-1%,-5%,-5%
Tau fibril FP,1%,0%,-5%,2%,3%,12%,4%
L3MBTL1 inh,11%,.,.,-6%,-5%,.,-6%
ALDH1A1 block,2%,.,6%,?,?,?,-11%
aGal spleen mod,-3%,.,9%,-3%,5%,10%,-3%
Tau fibril ThT,-3%,2%,-3%,5%,?,-8%,-16%
TRb SRC2 PPI,-3%,0%,-2%,-7%,12%,6%,-1%

Entries shown so far that have an aryl thioether with sulfur outside any ring, in the order listed:
[3] Cn1c(SCc2ccccc2)nnc1-c1ccc2c(c1)OCO2
[8] CC(C)c1nc2sc3c(SCC(N)=O)ncnc3c2c2c1CCC2
[36] O=C(CSc1n[nH]c(=O)n1C1CC1)NCc1ccccc1
[37] O=C(COc1cccc(OC(F)F)c1)Nc1ccc(SC(F)F)cc1
[41] O=C(CSc1nnc(-c2ccccc2)o1)NC1CCS(=O)(=O)C1 (stereo unspecified)
Screen / compound no.,3,8,36,37,41
Tau fluor counter,1%,-14%,1%,?,-3%
TexasRed fluor,-1%,-1%,0%,0%,-2%
Tau fibril FP,3%,-5%,9%,?,1%
L3MBTL1 inh,-9%[11.4 µM],2%,.,21%,11%
ALDH1A1 block,-1%,.,.,11%,2%
aGal spleen mod,2%,2%,9%,10%,-3%
Tau fibril ThT,-17%,-15%,.,-18%,-3%
TRb SRC2 PPI,-19%,4%,7%,7%,-3%
